CRFR2-BP antag: CRF-BP/CRF-R2 complex antagonism; HEK293 CRF-R2/CRF-BP, CRF-induced calcium fluorescence; inhibition, % at 11.8 µM; 0.59% of 350,000 active; AID 588475;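 active = inhibition of the ligand-induced calcium signal above about 50% at the single tested concentration, limit read from the data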
M1 PAM parental: M1 PAM counterscreen hit in parental CHO-K1 cells | ATP EC20, Fluo-8 calcium fluorescence; 0% at ATP EC20, 100% at ATP max | 0.02% of 360,000 active | activation, % at 3 µM;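 active = activation above the run cutoff, the mean activation of all test compounds plus 3 SD, cut at about 40% in these data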;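 also: peak over basal fluorescence ratio in a 140 s read after ATP addition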
CRFR2-BP ag: agonists of human CRF-binding protein/CRF-R2 receptor complex. HEK293 CRF-R2/CRF-BP, calcium dye fluorescence (FLIPR); percent of saturating CRF peptide response. activation, % at 13.2 µM. 0.46% of 350,000 active;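 active = activation of at least 50%, plus an integration ratio under a set limit after plate pattern correction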;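 also: plate controls were neutral control wells without compound for no effect and CRF at EC100 for full effect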
TAAR1 agonist: human TAAR1 agonism; Q96RJ0; CHO RD-HGA16 TAAR1, Fluo-8 calcium fluorescence; vehicle wells 0%, saturating PEA agonist 100%; activation, % at 3 µM; 0.99% of 360,000 active; AID 624467;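 active = activation above the mean activation of all test compounds in the run plus 3 SD, cut at about 38% in these data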
Target sequence (Q96RJ0 whole entry, looked up): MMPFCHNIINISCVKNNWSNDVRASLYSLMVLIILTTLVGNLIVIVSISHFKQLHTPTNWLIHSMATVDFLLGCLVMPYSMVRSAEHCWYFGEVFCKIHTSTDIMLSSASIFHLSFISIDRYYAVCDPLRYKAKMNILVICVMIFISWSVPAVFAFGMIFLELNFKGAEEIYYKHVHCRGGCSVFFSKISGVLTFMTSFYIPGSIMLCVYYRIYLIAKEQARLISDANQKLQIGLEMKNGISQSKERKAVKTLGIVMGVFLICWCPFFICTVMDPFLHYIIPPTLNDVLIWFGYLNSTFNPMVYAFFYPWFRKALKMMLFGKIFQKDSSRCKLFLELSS
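Assay system – CHO-derived RD-HGA16 cells with stable Gα16 and human TAAR1 · Compound dosing – one-point dosing at 3 µM (nominal) · Incubation – 17-24 h seeding, 75 min 37 °C dye, 30 min RT · Measured by – kinetic Fluo-8 calcium fluorescence · Control set – DMSO vehicle as 0%, PEA at EC100 as 100% · Repeats – single well for each compound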
CHRM4 PAM: potentiates acetylcholine response at human M4 receptor | 0.4% of 360,000 active | CHO-K1 hM4/Gqi5, Fluo-8 calcium fluorescence, ACh EC20; 0% = ACh EC20, 100% = maximal ACh | AID 624126 | activation, % at 3 µM | P08173;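 active = activation above its plate's cutoff, the mean activation of sample wells plus 3 SD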; also: some results filed as inactive read as strong as hits
TAAR1 antag: human TAAR1 antagonism; AID 624466; CHO RD-HGA16 TAAR1, Fluo-8 calcium fluorescence, antagonist; Q96RJ0; inhibition, % at 3 µM; 1.5% of 360,000 active;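 active = inhibition above a per-plate cutoff, the mean inhibition of test compounds on that plate plus 3 SD, cut at about 49% in these data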;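 also: 0% = DMSO plus EC80 beta-PEA response and 100% = DMSO alone without agonist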
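Test system – hTAAR1-expressing CHO RD-HGA16 cells, Gα16-coupled · Reagent – β-PEA at EC80 concentration, post-compound challenge · Compound dosing – 3 µM, single point · Timing – 140 s kinetic read after compound, 140 s after agonist · Detection – Fluo-8 intracellular calcium dye fluorescence, real-time kinetic reads · Control set – DMSO and EC80 PEA controls · Repeats – n of 1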
M5 antag: CHRM5 antagonism in calcium assay; P08912; AID 624040; CHO-hM5 cells, Fluo-8 calcium fluorescence, ACh EC80; 0.59% of 360,000 active; inhibition, % at 3 µM;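 active = inhibition above a per-plate cutoff, the mean of that plate's test compounds plus 3 SD, cut at about 27% in these data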;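 also: 0% = acetylcholine EC80 with DMSO and 100% = DMSO without agonist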
Target sequence (P08912 whole entry, looked up): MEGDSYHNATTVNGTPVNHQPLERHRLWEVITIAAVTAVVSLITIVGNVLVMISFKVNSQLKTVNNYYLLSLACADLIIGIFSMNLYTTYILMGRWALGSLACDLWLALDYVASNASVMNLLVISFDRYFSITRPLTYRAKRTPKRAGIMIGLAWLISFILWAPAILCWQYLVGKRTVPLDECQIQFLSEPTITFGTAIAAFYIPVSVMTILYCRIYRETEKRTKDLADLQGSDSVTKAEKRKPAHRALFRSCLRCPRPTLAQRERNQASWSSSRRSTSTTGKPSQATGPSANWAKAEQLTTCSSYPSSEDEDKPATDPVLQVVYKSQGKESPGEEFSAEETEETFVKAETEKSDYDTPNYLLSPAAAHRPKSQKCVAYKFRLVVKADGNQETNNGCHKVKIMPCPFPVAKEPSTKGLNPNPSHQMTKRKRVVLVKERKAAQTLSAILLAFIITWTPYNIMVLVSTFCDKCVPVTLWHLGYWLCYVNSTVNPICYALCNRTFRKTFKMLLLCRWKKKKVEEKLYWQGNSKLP
CHRM5 agonist: CHRM5 agonism in calcium assay | CHO-K1 hM5 cells, Fluo-8 calcium fluorescence; 0% DMSO wells, 100% maximal acetylcholine response | activation, % at 3 µM | 0.19% of 360,000 active | AID 624037;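 active = activation above the run's mean over test compounds plus 3 SD, cut at about 23% in these data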;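 also: signal is peak over basal fluorescence ratio across the kinetic read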
M5 PAM: potentiates acetylcholine response at human M5 receptor. activation, % at 3 µM. CHO-K1 hM5, Fluo-8 calcium, ACh EC20 PAM; 0% = ACh EC20, 100% = ACh EC100. 0.3% of 360,000 active. P08912;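 active = activation above the run cutoff, the mean activation of all test compounds plus 3 SD, cut at about 18% in these data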
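system = human M5 receptor in CHO-K1 cells | reagent = EC20 acetylcholine as agonist stimulus | compound dosing = single-point, 3 µM nominal | incubation = Fluo-8 loading 80 min at 37 °C plus 30 min room temperature | detection = Fluo-8 calcium dye fluorescence, kinetic read | benchmarks = low control EC20 acetylcholine (0%), high control EC100 acetylcholine (100%)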
An asterisk follows results filed as active.

CCOC(=O)c1ccccc1NC1c2ccccc2C(=O)N1c1cc(C)ccn1 (stereo unspecified) was read as CRFR2-BP antag -21, M1 PAM parental 18, CRFR2-BP ag 42, TAAR1 agonist 8, CHRM4 PAM -1, TAAR1 antag -38, M5 antag -3, CHRM5 agonist -3 and M5 PAM 1.
O=C(c1ccc2ccccc2n1)N1CCN(c2ccccc2Cl)CC1 was read as CRFR2-BP antag 18, M1 PAM parental -5, CRFR2-BP ag 0.8, TAAR1 agonist 2, CHRM4 PAM 9, TAAR1 antag 20, M5 antag -3, CHRM5 agonist -1 and M5 PAM 1.
`COc1cc(Cl)cc(C2NC(=O)NC(C)=C2C(C)=O)c1OCC(=O)O` (stereo unspecified) gave CRFR2-BP antag -2, M1 PAM parental 9, CRFR2-BP ag -0.7, TAAR1 agonist 3, CHRM4 PAM 6, TAAR1 antag 9, M5 antag 0, CHRM5 agonist 1 and M5 PAM 2.
For CCOc1ccc(N(CC(=O)NCc2ccc(Cl)cc2)S(=O)(=O)c2c(C)noc2C)cc1 the results were CRFR2-BP antag -11, M1 PAM parental -12, CRFR2-BP ag 0.1, TAAR1 agonist 0, CHRM4 PAM 9, TAAR1 antag -7, M5 antag -3, CHRM5 agonist -4 and M5 PAM 2.
CC(NCCC(c1ccccc1)c1ccccc1)c1ccccc1 (stereo unspecified) was read as CRFR2-BP antag 8, M1 PAM parental 14, CRFR2-BP ag 0.6, TAAR1 agonist 20, CHRM4 PAM -16, TAAR1 antag 27, M5 antag 9, CHRM5 agonist 4 and M5 PAM -14.
CN(C)CCCn1c(=O)n(C2CCCCC2)c(=O)c2c3c(sc21)CCCCC3 was read as CRFR2-BP antag -25, M1 PAM parental 10, CRFR2-BP ag 0.7, TAAR1 agonist 6, CHRM4 PAM 9, TAAR1 antag -25, M5 antag 9, CHRM5 agonist 1 and M5 PAM 3.
Screening Cc1ccc(S(=O)(=O)N2CCOCC2)cc1NC(=O)COC(=O)Cc1ccccc1 returned CRFR2-BP antag -2, M1 PAM parental 15, CRFR2-BP ag -0.6, TAAR1 agonist 0, CHRM4 PAM 3, TAAR1 antag -6, M5 antag 9, CHRM5 agonist 1 and M5 PAM -1.
Screening Cc1ccc(S(=O)(=O)Oc2ccccc2/C=N/Nc2ccc(C(=O)O)cc2)cc1 returned CRFR2-BP antag 13, M1 PAM parental -3, CRFR2-BP ag -2.9, TAAR1 agonist 3, CHRM4 PAM -3, TAAR1 antag -8, M5 antag 9, CHRM5 agonist -1 and M5 PAM 0.
O=C(NCC1CCCO1)C(c1cccs1)N(Cc1cccs1)C(=O)Cn1nnc(-c2cccs2)n1 (stereo unspecified) was read as CRFR2-BP antag -23, M1 PAM parental 7, CRFR2-BP ag 0.6, TAAR1 agonist 14, CHRM4 PAM -8, TAAR1 antag 49*, M5 antag 1, CHRM5 agonist -1 and M5 PAM -41.
`CCS(=O)(=O)N1CCC(C(=O)NCc2ccc(OC)cc2)CC1` gave CRFR2-BP antag 14, M1 PAM parental 25, CRFR2-BP ag 1.6, TAAR1 agonist 1, CHRM4 PAM 4, TAAR1 antag -7, M5 antag 8, CHRM5 agonist 0 and M5 PAM 3.
For CCC(c1nnnn1CCOC)N1CCN(c2cccc(C(F)(F)F)c2)CC1 (stereo unspecified) the results were CRFR2-BP antag 20, M1 PAM parental -1, CRFR2-BP ag 0.1, TAAR1 agonist 9, CHRM4 PAM 11, TAAR1 antag 6, M5 antag -5, CHRM5 agonist -3 and M5 PAM 3.
`Cn1cnc([N+](=O)[O-])c1Nc1ccc(O)cc1` gave CRFR2-BP antag 15, M1 PAM parental 2, CRFR2-BP ag -1.8, TAAR1 agonist 7, CHRM4 PAM 4, TAAR1 antag -15, M5 antag 0, CHRM5 agonist 0 and M5 PAM -6.
Screening COc1ccc(-c2csc3ncnc(N4CCN(c5ccccc5Cl)CC4)c23)cc1 returned CRFR2-BP antag -9, M1 PAM parental 10, CRFR2-BP ag 1.6, TAAR1 agonist -2, CHRM4 PAM -2, TAAR1 antag -34, M5 antag 9, CHRM5 agonist -6 and M5 PAM -6.
Screening COc1ccc(-n2nnnc2/C=C\Nc2ccccc2C(=O)c2ccccc2)cc1 returned CRFR2-BP antag -16, M1 PAM parental 10, CRFR2-BP ag -1.2, TAAR1 agonist 2, CHRM4 PAM -6, TAAR1 antag 14, M5 antag -4, CHRM5 agonist -3 and M5 PAM 0.
`Cc1ccc(N=c2ssnc2Cl)cc1` gave CRFR2-BP antag -8, M1 PAM parental -22, CRFR2-BP ag 9.4, TAAR1 agonist 41*, CHRM4 PAM -2, TAAR1 antag 16, M5 antag 3, CHRM5 agonist -5 and M5 PAM -12.

Reprinted at random: two compounds from above, in no set order.
`Cn1cnc([N+](=O)[O-])c1Nc1ccc(O)cc1` gave CRFR2-BP antag 15, M1 PAM parental 2, CRFR2-BP ag -1.8, TAAR1 agonist 7, CHRM4 PAM 4, TAAR1 antag -15, M5 antag 0, CHRM5 agonist 0 and M5 PAM -6.
Screening Cc1ccc(S(=O)(=O)N2CCOCC2)cc1NC(=O)COC(=O)Cc1ccccc1 returned CRFR2-BP antag -2, M1 PAM parental 15, CRFR2-BP ag -0.6, TAAR1 agonist 0, CHRM4 PAM 3, TAAR1 antag -6, M5 antag 9, CHRM5 agonist 1 and M5 PAM -1.

Other results follow.
`CCC(=O)Nc1sc2c(c1C(=O)N(C)C)CCCCC2` gave CRFR2-BP antag 2, M1 PAM parental -6, CRFR2-BP ag -1.4, TAAR1 agonist 8, CHRM4 PAM 1, TAAR1 antag -2, M5 antag -3, CHRM5 agonist -3 and M5 PAM 1.
Screening O=C1C2CC=CCC2C(=O)N1c1nccs1 (stereo unspecified) returned CRFR2-BP antag 3, M1 PAM parental -3, CRFR2-BP ag -0.4, TAAR1 agonist 1, CHRM4 PAM 6, TAAR1 antag -34, M5 antag 1, CHRM5 agonist -1 and M5 PAM 4.
`CCCCOC(=O)Nc1nc(CC(=O)OCC)cs1` gave CRFR2-BP antag -7, M1 PAM parental 9, CRFR2-BP ag 0.2, TAAR1 agonist 12, CHRM4 PAM -3, TAAR1 antag -5, M5 antag -1, CHRM5 agonist 2 and M5 PAM 0.
Screening COc1ccc(-c2nn(-c3ccccc3)cc2/C=N/O)cc1 returned CRFR2-BP antag -5, M1 PAM parental 13, CRFR2-BP ag 0.8, TAAR1 agonist 1, CHRM4 PAM 2, TAAR1 antag -12, M5 antag 16, CHRM5 agonist -1 and M5 PAM -8.
Screening Cc1nn(C)c(C)c1NC(=O)Nc1ccc(Cl)c(Cl)c1 returned CRFR2-BP antag 1, M1 PAM parental -2, CRFR2-BP ag -1.3, TAAR1 agonist 12, CHRM4 PAM -9, TAAR1 antag -2, M5 antag 16, CHRM5 agonist 3 and M5 PAM -7.
CCCc1nn2c(=O)cc(CSCC(=O)Nc3ccc(F)cc3)nc2s1 was read as CRFR2-BP antag -4, M1 PAM parental 11, CRFR2-BP ag 0.6, TAAR1 agonist -1, CHRM4 PAM -1, TAAR1 antag -19, M5 antag 11, CHRM5 agonist -5 and M5 PAM -6.
`COC(=O)Nc1ccc(S(=O)(=O)Nc2ncccn2)cc1` gave CRFR2-BP antag -7, M1 PAM parental 8, CRFR2-BP ag 0.3, TAAR1 agonist 1, CHRM4 PAM 1, TAAR1 antag 20, M5 antag 7, CHRM5 agonist -4 and M5 PAM -1.
For C=CCNC(=O)C1=NOC(CNC(=O)c2c(-c3ccccc3Cl)noc2C)C1 (stereo unspecified) the results were CRFR2-BP antag 3, M1 PAM parental 13, CRFR2-BP ag 0.3, TAAR1 agonist 3, CHRM4 PAM -2, TAAR1 antag -4, M5 antag 6, CHRM5 agonist -1 and M5 PAM 0.
Cc1cccc([C@@H]2[C@@H]3C(=O)N(Cc4ccccc4)C(=O)[C@@H]3[C@]3(Cc4ccc(Cl)cc4)C(=O)N(c4ccccc4)C(=O)N23)c1 was read as CRFR2-BP antag -7, M1 PAM parental -4, CRFR2-BP ag 0.1, TAAR1 agonist 3, CHRM4 PAM 3, TAAR1 antag 14, M5 antag 13, CHRM5 agonist 1 and M5 PAM 0.
For COc1ccc(C(=O)Nc2ccc3nc(C)sc3c2)cc1OC the results were CRFR2-BP antag -3, M1 PAM parental 20, CRFR2-BP ag 0.5, TAAR1 agonist 2, CHRM4 PAM 3, TAAR1 antag -4, M5 antag 3, CHRM5 agonist -2 and M5 PAM 2.
COc1ccccc1-c1nnc(SCC(=O)OC(C)C)o1 was read as CRFR2-BP antag 20, M1 PAM parental -4, CRFR2-BP ag -0.1, TAAR1 agonist 9, CHRM4 PAM 2, TAAR1 antag 21, M5 antag 2, CHRM5 agonist -2 and M5 PAM -9.
For CC(C)c1ccc(N(CC(=O)NCc2cccnc2)S(=O)(=O)c2ccccc2)cc1 the results were CRFR2-BP antag -5, M1 PAM parental 12, CRFR2-BP ag 0.7, TAAR1 agonist 0, CHRM4 PAM 5, TAAR1 antag -26, M5 antag 2, CHRM5 agonist 0 and M5 PAM -2.
For COc1ccc(NC(=O)NCCc2ccc(Cl)cc2)cc1OC the results were CRFR2-BP antag 7, M1 PAM parental 18, CRFR2-BP ag -0.7, TAAR1 agonist 4, CHRM4 PAM 5, TAAR1 antag -1, M5 antag -4, CHRM5 agonist 2 and M5 PAM 2.
`CC1(C)CC(=O)c2sc(N)nc2C1` gave CRFR2-BP antag -3, M1 PAM parental 17, CRFR2-BP ag 1.3, TAAR1 agonist 19, CHRM4 PAM 13, TAAR1 antag -5, M5 antag 1, CHRM5 agonist -2 and M5 PAM 0.
COc1ccc(S(=O)(=O)N2CCC[C@H]2C(=O)NC2=NCCS2)cc1 was read as CRFR2-BP antag 1, M1 PAM parental 14, CRFR2-BP ag -0.7, TAAR1 agonist 11, CHRM4 PAM 7, TAAR1 antag 2, M5 antag 3, CHRM5 agonist 0 and M5 PAM -3.
COc1cc(OC)c(-n2cc(-c3ccc(Cl)cc3)[nH]c2=O)cc1Cl was read as CRFR2-BP antag -107, M1 PAM parental 12, CRFR2-BP ag 180*, TAAR1 agonist 135*, CHRM4 PAM -1, TAAR1 antag 85*, M5 antag 14, CHRM5 agonist 43* and M5 PAM -3.
Screening O=C(O)c1cc(S(=O)(=O)NCCOc2ccccc2)ccc1Cl returned CRFR2-BP antag 4, M1 PAM parental 20, CRFR2-BP ag -0.9, TAAR1 agonist 4, CHRM4 PAM 4, TAAR1 antag 7, M5 antag 0, CHRM5 agonist 4 and M5 PAM 6.
For CCN(C(=O)c1ccco1)c1nnc(-c2ccc(OC)cc2)s1 the results were CRFR2-BP antag 2, M1 PAM parental 7, CRFR2-BP ag -0.1, TAAR1 agonist 5, CHRM4 PAM -3, TAAR1 antag 2, M5 antag -5, CHRM5 agonist -3 and M5 PAM 0.

Assay outcomes as filed in PubChem BioAssay.
